Assay outcomes as filed in PubChem BioAssay.
VP16 counter: VP16 counterscreen qHTS for inhibitors of ROR gamma transcriptional activity | Drosophila S2 Gal4-VP16 UAS-luciferase, luminescence, 20 h | Potency, µM (highest dose often 53.6 µM), for inactives: top-dose activity, negative = inhibition, hits mostly inhibitors | hit rate 3.5% among 310,000 | AID 2546, 2010;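 note: Gal4-VP16 expression switched on by copper sulfate through the metallothionein promoter; % is set by controls: 0 for no effect and ±100 for the full control effect; nearly all actives have a fitted effect of over 50% in size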
FLuc modulator: qHTS profiling assay for firefly luciferase inhibitor/activator using purifed enzyme and Km concentrations of substrates (counterscreen for miR-21 project) | Potency, µM (series often up to 57.5 µM), for the others: at the top dose activity change, negative = inhibition, hits mostly inhibitors | hit rate 6.9% among 360,000 | purified FLuc, Km substrates, luminescence inhibition | AID 588342, 2011 | Luciferin 4-monooxygenase (Photinus pyralis), P08659;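 note: plate controls were vehicle for no effect and reference inhibitor for full effect; nearly all actives have a fitted effect of over 55% in size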
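Purified P. pyralis luciferase (10nM final) with 10uM D-luciferin and 10uM ATP (Km levels) in 50mM Tris acetate pH 7.5, 10mM Mg acetate, 0.01% Tween-20, 0.05% BSA; qHTS 6-point titration, ~60 µM downward; luminescence read.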
uPA surface inh: qHTS for Inhibitors of Cell Surface uPA Generation; AID 540303, 2011; cell surface uPA generation assay, qHTS; hit rate 0.31% among 330,000; Potency, µM (series often up to 38.3 µM), for inactives: at the top dose activity change, negative = inhibition, most hits filed as inhibitors; active = well fitted inhibition curve with a large enough effect; inconclusive = small, poorly fitted or top-dose-only effect; inactive = no such curve, though single readings can be large or run the other way; tested in mouse RAW 264.7 cells; note: % is set by controls: 0 for no effect and ±100 for the full control effect; nearly all actives have a fitted effect of over 55% in size
BRCA1 expr act: qHTS Assay to Identify Small Molecule Activators of BRCA1 Expression; MCF7-BRCA1-FFLuc reporter, luminescence, 48 h; response scale: scaled: vehicle 0%, 10 µM genistein 100%; Potency, µM (highest dose often 46.1 µM), inactives show at the top dose activation, actives largely listed as activators; hit rate 1.1% among 380,000; AID 624202, 2012; note: nearly all actives have a fitted effect of over 80% in size; some results filed as inactive show a strong effect at the top dose
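MCF7-BRCA1-FFLuc cells, 2000/well in phenol-red-free MEM, attached 2 h then treated 48 h at 37 C. Luciferase luminescence read 15 min after reagent; normalized to genistein maximum activation (10microM) and DMSO, concentration-response fitted.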
RORg inh: qHTS for inhibitors of ROR gamma transcriptional activity | Nuclear receptor ROR-gamma (Mus musculus), P51450 | Drosophila S2 Gal4-RORgamma UAS-luciferase reporter, 20 h | Potency, µM (series often up to 53.6 µM), without a hit: top-dose activity change, negative = inhibition, most hits filed as inhibitors | hit rate 5.4% among 310,000; note: % is set by controls: 0 for no effect and ±100 for the full control effect; nearly all actives have a fitted effect of over 60% in size
Target sequence (P51450 whole entry, looked up, the tested form may be a part): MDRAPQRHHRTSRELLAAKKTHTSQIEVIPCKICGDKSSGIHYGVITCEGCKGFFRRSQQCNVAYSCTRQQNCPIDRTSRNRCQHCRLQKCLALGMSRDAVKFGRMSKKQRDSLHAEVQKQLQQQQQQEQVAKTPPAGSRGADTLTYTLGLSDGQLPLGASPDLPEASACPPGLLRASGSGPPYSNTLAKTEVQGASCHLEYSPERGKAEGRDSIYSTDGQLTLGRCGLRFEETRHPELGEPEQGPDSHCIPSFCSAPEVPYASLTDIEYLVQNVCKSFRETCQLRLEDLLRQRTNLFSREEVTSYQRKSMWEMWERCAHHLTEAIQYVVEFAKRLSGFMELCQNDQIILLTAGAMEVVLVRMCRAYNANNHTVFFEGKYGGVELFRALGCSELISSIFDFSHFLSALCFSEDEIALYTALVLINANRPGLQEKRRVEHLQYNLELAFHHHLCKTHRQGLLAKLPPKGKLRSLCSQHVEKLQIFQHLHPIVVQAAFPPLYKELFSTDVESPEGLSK
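A Gal4/UAS one-hybrid system in insect cells: metallothionein-promoter Gal4–ROR gamma fusion plus Photinus luciferase reporter. Copper sulfate 700 uM final, 20 hr ambient incubation, luminescent detection after 10 min with reagent.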
ELG1 genotox: qHTS screen for small molecules that induce genotoxicity in human embryonic kidney (HEK293T) cells expressing luciferase-tagged ELG1 | HEK293T ELG1-luciferase reporter, luminescence, 16 h | Potency, µM (highest dose often 46 µM), without a hit: at the highest dose activity change, positive = activation, actives largely listed as activators | hit rate 1.3% among 330,000 | AID 504466, 2011; note: % of control where 0% means no effect; nearly all actives have a fitted effect of over 60% in size
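Step 1: seed 2,000 HEK293T ELG1-luciferase cells per well. Step 2: add compound or DMSO, incubate 16 hr at 37 °C. Step 3: ONE-Glo, 30 min at room temperature, read luminescence.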
MBNL1 CUG block: qHTS Assay for Inhibitors of MBNL1-poly(CUG) RNA binding. Muscleblind-like protein 1 (Homo sapiens), Q9NR56. TR-FRET MBNL1-His/biotin-(CUG)12 binding, 665/545 ratio. Potency, µM (titrated, usually from 57.5 µM), for inactives: at the highest dose activity change, negative = inhibition, hits mostly inhibitors. hit rate 0.036% among 280,000; active = well fitted inhibition curve with a large enough effect in the signal ratio, with a control signal flat, not every such curve was filed as active; inconclusive = small, poorly fitted or top-dose-only effect, or effect the other way, or a change in a side signal; inactive = no such curve, though single readings can be large or run the other way; the % refers to the signal ratio; note: % is set by controls: 0 for no effect and ±100 for the full control effect
Target sequence (Q9NR56 whole entry, looked up): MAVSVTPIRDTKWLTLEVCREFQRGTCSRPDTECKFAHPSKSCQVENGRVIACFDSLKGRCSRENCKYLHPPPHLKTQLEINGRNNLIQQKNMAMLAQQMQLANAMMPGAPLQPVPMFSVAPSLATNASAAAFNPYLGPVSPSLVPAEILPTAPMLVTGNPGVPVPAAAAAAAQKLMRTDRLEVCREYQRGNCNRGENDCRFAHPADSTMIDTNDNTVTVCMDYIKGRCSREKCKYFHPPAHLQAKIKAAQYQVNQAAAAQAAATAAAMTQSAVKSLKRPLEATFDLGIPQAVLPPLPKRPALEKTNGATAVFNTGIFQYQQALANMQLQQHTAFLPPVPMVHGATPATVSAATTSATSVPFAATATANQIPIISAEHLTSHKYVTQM
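His-tagged MBNL1 binding to biotinylated (CUG)12 RNA was measured by TR-FRET using terbium anti-His antibody (0.055 ng/ul final) and streptavidin-XL665 (5 nM final). Compounds were titrated 92 nM to 58 uM; 60 min at room temperature.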
Rab9 promoter act: qHTS Assay for Rab9 Promoter Activators; Huh7 Rab9 promoter-luciferase reporter, luminescence, 24 h; Potency, µM (doses to about 9.22 µM), for inactives: top-dose activation, negative = inhibition, most hits filed as activators; hit rate 2.8% among 320,000; AID 485297, 2010; note: % of control where 0% means no effect; nearly all actives have a fitted effect of over 60% in size
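Steps: seed 1500 Huh7 Rab9-luc cells per well, rest 2 h at 37 °C; add compound in DMSO; incubate 24 h; add luciferase reagent, 10 min ambient; read luminescence.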
NPC1 promoter act: qHTS Assay for NPC1 Promoter Activators; Huh7 NPC1 promoter luciferase reporter, 24 h; Potency, µM (top dose mostly 9.22 µM), for the others: at the highest dose activation, hits mostly activators; hit rate 2.4% among 320,000; AID 485313, 2010;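 note: % of control where 0% means no effect; nearly all actives have a fitted effect of over 60% in size; reporter is driven by a mutant NPC1 promoter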
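Huh7 reporter cells (NPC1 promoter driving luciferase) are dosed with compound for 24 h at 37 °C, 5% CO2; luciferase detection reagent is then added and luminescence measured after 10 min at ambient temperature.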
p53 reactivator: qHTS assay for re-activators of p53 using a Luc reporter; AID 504706, 2011; hit rate 0.063% among 320,000; Potency, µM (series often up to 92.2 µM), without a hit: at the top dose activity change, positive = activation, usual class: activators; H1299 p53-A138V BP100-luciferase reporter, luminescence, 24 h; note: % of control where 0% means no effect; nearly all actives have a fitted effect of over 45% in size
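H1299 (p53-null), stable ts p53-A138V + BP100-Luc; 1000 cells/well, Opti-MEM/10% FBS; cpd 4 pt, 1:5; 24 h, 37 deg C, 5% CO2; detection reagent 10 min RT; luminescence.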
An asterisk follows results filed as active; ? = inconclusive; · = not tested or not shown; & = joins results of further samples; [ ] = another dose, or the depositor's remark. Unless noted, calls come from the whole dose curve; as a rule, active = well fitted curve in the direction sought with a large enough effect; inconclusive = small, poorly fitted or top-dose-only effect, or another doubt; inactive = no such curve, though single readings can be large; an effect the other way counts as inactive or inconclusive. Potency is the fitted concentration of half-maximal effect.

SMILES	VP16 counter	FLuc modulator	uPA surface inh	BRCA1 expr act	RORg inh	ELG1 genotox	MBNL1 CUG block	Rab9 promoter act	NPC1 promoter act	p53 reactivator
C=CCN1C2CCCC1CC(NC(=S)Nc1ccc(Cl)cc1)C2 (stereo unspecified)	6%	4%	-29%	-34%	-14%	-13%	0%	2%	-1%	11%
CCOC(=O)c1oc2cc(O)ccc2c(=O)c1-c1csc(C)n1	-8%	-5%	4%	4%	23%	0%	14%	-4%	-1%	-12%
COc1ccc(OC)c(N=C(N)N=C(N)N)c1	0%	1%	2%	2%	10%	-6%	-1%	-7%	1%	-5%
Cc1ccc(C(CC(N)=O)c2ccco2)cc1 (stereo unspecified)	-2%	4%	0%	17%	0%	2%	-2%	0%	-2%	0%
CC1Cc2cc(S(=O)(=O)N3CCC(C(=O)N(C)Cc4ccco4)CC3)ccc2N1C(=O)C1CCC1 (stereo unspecified)	15%	0%	?	-21%	29%	-7%	-3%	-11%	-1%	-1%
COC(=O)c1cc(Cl)c(NC(=O)c2ccc(C(C)(C)C)cc2)cc1OC	-7%[0.365 µM]	?	·	3.5µM*	?	?	5%	?	30%	2%
O=C(NCc1ccccc1)N1CCC(Cc2ccccc2)CC1	4%	-19%	4%	21%	?	-1%	-14%	14%	-2%	22%
Cc1ccccc1NCc1ccc([N+](=O)[O-])s1	-6%	-5%	-5%	-26%	?	12%	?	0%	-1%	-6%
O=C(Cc1cccs1)N/N=C/C=C\c1ccco1	?	?	-9%	76%	?	9%	13%	?	22%	14µM*
O=C(NCC(Cl)c1ccc2ccccc2c1)c1c(F)cccc1F (stereo unspecified)	9%	?	-4%	13%	?	-1%	-3%	2%	26%	8%
O=C(Cn1ccnc1)c1ccc(O)c(O)c1	·	0%	0%	0%	·	1%	·	0%	-1%	-7%
CN(CCNC(=O)c1cn(C)c2ccc(S(=O)(=O)N(C)C)cc2c1=O)CCc1ccccc1	12%	3%	-7%	0%	23%	1%	15%	1%	0%	-1%
O=C1COc2ccc(C(=O)CSc3nnc(-c4cccs4)n3Cc3ccccc3)cc2N1	7%	0%	-3%	-24%	12%	-3%	13%	3%	0%	-6%
CCn1c(CNC(=O)Cc2ccc(OC)cc2)n[nH]c1=S	-13%[10 µM]	1%	0%	2%	-3%	8%	0%	-10%	2%	0%
C/C(=N\Nc1ncnc2sc(C)c(C)c12)c1ccccn1	0.79µM*	5.4µM*	5%	-24%	0.4µM*	?	6%	8%	?	?
CN(C)c1ccc(C2C3CCCc4ccccc4C3=NN2C)cc1 (stereo unspecified)	2%	19µM*	8%	22%	-41%	9%	-15%	3.2µM*	?	8%
NC(=O)C1CCN(C(=O)CCC(=O)N2CCOc3ccc(Cl)cc32)CC1	0%	0%	7%	1%	-8%	2%	3%	0%	-3%	·
CCCCC(=O)NCc1ccccc1Cl	-5%	?	-6%	42%	4%	10%	-9%	-2%	7%	-5%
COC(=O)c1ccc(NS(=O)(=O)c2c(C)[nH]c(C)c2C(=O)N2CCCC2)cc1	14%	1%	-3%	11%	3%	1%	-2%	5%	0%	-7%
Cc1ccc(OCC(=O)N/N=C\c2c(C)[nH]n(-c3ccccc3)c2=O)c([N+](=O)[O-])c1	0.56µM*	?	-6%	-74%	0.5µM*	7%	5%	-7%	-4%	19%
Cc1ccc(S(=O)(=O)NCC(NCc2ccc(F)cc2)c2ccccc2)cc1 (stereo unspecified)	·	-1%	0%	-16%	·	-4%	·	2%	0%	-4%
COc1ccccc1NC(=S)NCCSc1ccc(C)cc1	11µM*	0%	-6%	-17%	13µM*	-1%	2%	-5%	1%	3%
COc1ccc(NC(=O)CSc2nc3ccccc3c(=O)n2-c2ccc3c(c2)OCO3)c(OC)c1	2%	6%	3%	-15%	29%	-1%	-4%	-7%	4%	-14%
COc1ccc(C2=CC(=O)C[C@H](c3ccc(F)cc3)C2)cc1F	·	-10%	-6%	1%	·	-1%	·	0%	0%	-4%

With a hit mark in p53 reactivator, among the entries above:
Molecule,uPA surface inh,MBNL1 CUG block,NPC1 promoter act,p53 reactivator
O=C(Cc1cccs1)N/N=C/C=C\c1ccco1,-9%,13%,22%,14µM*

(listing goes on)
SMILES	VP16 counter	FLuc modulator	uPA surface inh	BRCA1 expr act	RORg inh	ELG1 genotox	MBNL1 CUG block	Rab9 promoter act	NPC1 promoter act	p53 reactivator
CN(C)CCNc1oc(COc2ccc(-c3ccccc3)cc2)nc1C#N	-14%	-13%	·	10%	?	2%	-11%	3%	1%	?
O=C(Nn1c(C2CCCCC2)nc2ccccc2c1=O)c1ccc([N+](=O)[O-])cc1	6%	1%	-3%	-28%	27%	-3%	?	-3%	0%	-15%
Fc1ccc(-c2nnc(CSc3nnc4ccccn34)o2)cc1	3%	?	-1%	?	11%[10 µM]	?	·	?	?	?
CCOC(=O)C1CCN(C(=O)c2cc3c(=O)n4cccc(C)c4nc3s2)CC1	1%	-2%	6%	11%	9%	-1%	123%[activator]	8%	-2%	4%
COc1ccc(/C=N/NC(=O)C2C(=O)NCC2c2ccccc2)c(OC)c1 (stereo unspecified)	-4%	6%	9%	-19%	22%	0%	19%[11.5 µM]	-4%	-2%	-4%
NC(=O)C1=CN(Cc2ccc(Cl)cc2)CCC1C(F)(F)F (stereo unspecified)	4%	1%	2%	-17%	11%	-2%	2%	-6%	-6%	-5%
CC(NC(=O)C1CCCN(C(=O)c2ccc(Cl)cc2)C1)c1cccc(C(F)(F)F)c1 (stereo unspecified)	·	0%	-8%	-1%	·	-3%	·	-3%	-2%	-6%
CC(Oc1ccc(C(C)(C)C)cc1)c1ccnc2nc(/N=C/N(C)C)nn12 (stereo unspecified)	14%	-19%	·	-18%	38%	0%	-5%	11%	-1%	-10%
Cc1c(NC(=O)c2cc(C3CC3)on2)c(=O)n(-c2ccccc2)n1C	11%	0%	14%	0%	-11%	0%	6%	13%	6%	0%
CCS(=O)(=O)N1Cc2ccccc2CC1C(=O)Nc1cccc(S(=O)(=O)N(C)C)c1 (stereo unspecified)	-5%	-12%	2%	11%	?	0%	2%	1%[1.84 µM]	-2%	1%
CC(/C=N/NC(=O)Cc1cc(=O)[nH][nH]1)=C\c1ccccc1	-6%	15µM*	1%	0%	15%	2%	?	-11%	-3%	-7%
O=C(NN=C1CCCC1)c1n[nH]c2c1CCC2	6%	?	-13%	-21%	-11%	?	-5%	24%	13%	20%
CC(NC(=O)CN1CCCC1)C12CC3CC(CC(C3)C1)C2 (stereo unspecified)	-11%	1%	·	4%	4%	0%	7%	-3%	-8%	4%
CC(C)(CNc1ccc([N+](=O)[O-])cc1Cl)N1CCOCC1	-8%	0%	3%	-16%	-6%	-9%	17%	-14%	1%	-3%
O=c1c2cccc3c2c(nn1-c1ccccc1)-c1ccccc1-3	0%[0.365 µM]	2%	-3%	-35%	-3%	8%	6%	2%	1%	-5%
N#C/C(=C\c1ccc(-c2cccc([N+](=O)[O-])c2)o1)C(=O)NCCN1CCOCC1	-2%	-7%	-7%	-5%	13%	-3%	?	-1%	-3%	-1%
Cc1ccc(/C=C2\CCOC2=O)cc1	-2%	?	2%	0%	17%	8%	?	1%[1.84 µM]	-4%	8%
O=C(N/N=C/c1ccc(Br)s1)c1ccccn1	4µM*	4.8µM*	-11%	?	?	9.2µM*	?	1.4µM*	2.8µM*	?
CCOC(=O)C1=C(C)NC(C)=C(C(=O)OCC)C1C(=O)OCC(=O)c1ccc2c(c1)OCCO2	-3%	-18%	-2%	-16%	20%	14%	6%	16%	1%	-1%
CC(Nc1ccc(S(=O)(=O)N2CCN(C)CC2)cc1[N+](=O)[O-])c1ccccc1 (stereo unspecified)	·	4%	-15%	-3%	·	-4%	·	-1%	-4%	0%
CC(C)N(Cc1nc(-c2ccc3c(c2)OCO3)no1)Cc1nccn1C	-8%	3%	8%	-1%	14µM*	-5%	-8%	-3%	2%	1%
CC1(C)CC(NC(=S)NC(=O)c2cc(Br)ccc2Cl)CC(C)(C)N1	·	7%	?	-3%	·	0%	·	-2%	-1%	?
CC(=O)Nc1ccc(S(=O)(=O)N2CCOCC2)cc1	25%	5%	0%	5%	-2%	-3%	10%	0%	-2%	2%
COc1ccc(-c2ccc(CCC(=O)O)n2-c2ccccc2OC)cc1	5%	-2%	2.2µM*	-43%	-9%	10%	-1%	0%	-7%	·
C=CCc1ccc(OCc2ccc(C(=O)Nc3ccc(NC(C)=O)cc3)o2)c(OC)c1	-4%	?	1%	-34%&0%	-30%	12%	-7%	0.4µM*	1.1µM*	3%
